HTT cytoprotect: Huntington cell model cytoprotection by ATP luminescence; hit rate 0.14% among 230,000; Potency, µM (doses to about 56.4 µM), for inactives: cytoprotection (ATP increase), usual class: activators; PC12 HTT-Q103 induced, cytoprotection, ATP luminescence, 40 h; AID 1471;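 also: % of control where 0% means no effect; nearly all actives have a fitted effect of over 45% in size; toxic huntingtin expression switched on by the ecdysone agonist tebufenozide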
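Cells were plated at 1500 per well in phenol red-free DMEM with 5% equine and 5% calf serum. Tebufenozide (100 nM final) and compounds were added, then ATPlite reagent, and luminescence was read.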
IMPase Li cell: membrane-permeable IMPase blocker, potentiated with lithium; CHO-M1 cells, IP1 TR-FRET (IP-One), carbachol + lithium; Potency, µM (series often up to 59.4 µM), for inactives: at the highest dose activity, negative = IMPase inhibition, most hits filed as inhibitors; hit rate 0.35% among 210,000;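 also: IP1 builds up when IMPase is blocked and the TR-FRET signal falls; plate controls were basal vehicle for no effect and high inhibitor control for full effect; nearly all actives have a fitted effect of over 50% in size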
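Test compounds were applied to CHO-M1 cells previously cultured for 16–30 h at 2000 per well. A small lithium amount accompanied them; after 30 min at 37C, IP1 was quantified by TR-FRET.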
aGlu spleen mod: lysosomal alpha-glucosidase (human) modulation; human spleen homogenate, 4-MU-alpha-glucoside fluorescence; Potency, µM (top dose mostly 79.9 µM), for the others: at the top dose activity change, negative = inhibition, hits mostly inhibitors; hit rate 0.006% among 240,000;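 also: 0% = enzyme with vehicle and -100% = no enzyme basal signal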
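Human spleen homogenate (1 ug) incubated with compounds and 1 mM 4-methylumbelliferyl-alpha-D-glucopyranoside in pH 5.0 citrate/phosphate buffer, 37 C, 40 min. Stopped at pH 10; 4-MU fluorescence (Ex 365/Em 440 nm); AC50 by Hill fit.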
GoLoco inh red: RGS12 GoLoco-Gai1 interaction inhibition. hit rate 0.44% among 230,000. Gai1:RGS12 GoLoco peptide FP, rhodamine, 10 min. P63096. Potency, µM (doses to about 61.6 µM), without a hit: at the highest dose activity, negative = inhibition, actives largely listed as inhibitors; active = well fitted inhibition curve with a large enough effect, not every such curve was filed as active; inactive = no such curve, though single readings can be large or run the other way; also: % is scaled to controls: 0 for no effect and ±100 for the full control effect; nearly all actives have a fitted effect of over 30% in size; many of its hits are not listed in these tables
Target sequence (P63096 whole entry, looked up): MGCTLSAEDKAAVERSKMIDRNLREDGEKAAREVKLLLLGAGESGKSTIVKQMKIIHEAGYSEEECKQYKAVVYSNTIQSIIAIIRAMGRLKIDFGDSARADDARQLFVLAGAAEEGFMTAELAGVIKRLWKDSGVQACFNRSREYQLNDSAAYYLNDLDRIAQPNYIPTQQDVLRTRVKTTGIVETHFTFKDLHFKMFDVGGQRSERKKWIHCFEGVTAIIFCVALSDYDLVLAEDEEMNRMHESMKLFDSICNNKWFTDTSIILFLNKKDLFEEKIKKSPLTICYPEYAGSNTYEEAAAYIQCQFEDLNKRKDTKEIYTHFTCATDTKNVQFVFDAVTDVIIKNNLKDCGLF
GAA glycogen: alters human alpha-glucosidase cleavage of glycogen; recombinant GAA, glycogen substrate, Amplex Red glucose oxidase fluorescence; Potency, µM (series often up to 76.4 µM), for the others: at the top dose activity change, negative = inhibition, actives largely listed as inhibitors; hit rate 0.38% among 300,000;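 also: 0% = full enzyme reaction and -100% = no-enzyme basal signal; the screen sought inhibitors and activators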
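Recombinant enzyme (4 nM final) with compounds titrated up to 77 uM and bovine liver glycogen (30 ug) in citrate pH 5.0, 0.01% Tween-20, 37 C 40 min. Released glucose detected by Amplex Red/glucose oxidase (Ex 573/Em 610); AC50 from Hill fits.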
GAA inh: alpha-glucosidase (human) inhibition; P10253; purified human GAA, 4-MU-alpha-glucoside fluorescence; Potency, µM (highest dose often 76.9 µM), for inactives: at the top dose activity change, negative = inhibition, usual class: inhibitors; hit rate 0.005% among 200,000;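 also: plate controls were uninhibited enzyme wells for no effect and no-enzyme background for full effect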
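AC50 values come from Hill fits of compound titrations (up to 77 uM) against 4 nM human enzyme. Substrate 4-methylumbelliferyl-alpha-D-pyranoside at 400 uM, pH 5.0 citrate buffer, 20 min room temperature; fluorescence Ex 365/Em 440 after alkaline stop.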
HTT aggregate: inhibitors of mutant huntingtin aggregate formation in PC12 cells | PC12 HttQ103-GFP aggregates, Acumen cytometry, 40 h | Potency, µM (titrated, usually from 46.1 µM), for inactives: top-dose activity change, negative = inhibition, usual class: inhibitors | hit rate 1.1% among 220,000; also: % is scaled to controls: 0 for no effect and ±100 for the full control effect; nearly all actives have a fitted effect of over 60% in size
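PC12 cells with ecdysone-inducible HTT exon1 Q103-GFP, induced by 100 nM tebufenozide, given compounds in a concentration series. GFP aggregates (1–25 um, 6 SD above background) counted in lysates by laser-scanning cytometry, 488 nm excitation.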
The depositor's hits bear a star; u = inconclusive; x = no result given; & = joins results of further samples; [ ] = remark or other dose. Unless noted, calls follow the shape of the dose curve; as a rule, active = well fitted curve in the direction sought with a large enough effect; inconclusive = small, poorly fitted or top-dose-only effect, or another doubt; inactive = no such curve, though single readings can be large; an effect the other way counts as inactive or inconclusive. Potency is read from the fitted curve at half-maximal effect. An excerpt; the hit share may differ from the screen's.

entry	compound	GAA glycogen	GoLoco inh red	aGlu spleen mod	IMPase Li cell	HTT aggregate	HTT cytoprotect	GAA inh
1	O=c1[nH]c(NCCO)nc2c1C1(CCCC1)Cc1ccccc1-2	-2.6%	6.5%	12.8%	-2.6%[38.3 µM]	15.7%	-8.7%	-9.8%
2	CCOCCCN1CC(C(=O)NCCc2ccccc2)CC1=O (centres undefined)	8.4%	-18.9%	0.4%	-6.9%[38.3 µM]	12.2%	-29.2%	-3.7%
3	CCO[C@H]1OC(C(=O)N2CCN(Cc3ccccc3)CC2)=C[C@@H](C)[C@@H]1CCCO	8.4%	-0.8%	-0.5%	-2.5%	-9.5%[9.22 µM]	6.5%[10 µM]	x
4	O=C(NCCSc1ccccc1)c1cncc(Br)c1	5.5%	6.0%	1.5%	-0.7%[38.3 µM]	-3.6%[9.22 µM]	-1.1%	-8.6%
5	Cc1ccc(OCC(=O)N/N=C2/SCC(=O)N2Cc2ccco2)cc1	8.6%	-0.4%	x	-2.9%	-21.3%	-13.2%	-2.3%
6	Cc1ccc(C(=O)OCc2cn3ccccc3n2)cc1	2.1%	4.8%	-18.7%	13.9%[38.3 µM]	-8.4%	-0.6%[10 µM]	-7.2%
7	Cc1ccc(C(C(=O)NCc2ccco2)N(C(=O)CNC(=O)c2cccs2)c2ccc(C)cc2)cc1 (centres undefined)	-1.0%	-15.7%	-2.3%	-0.3%[38.3 µM]	1.6%	-38.5%[inhibitor]	4.8%
8	COCCn1c(SCC(=O)Nc2ccc(S(N)(=O)=O)cc2)nc2ccccc21	1.1%	4.2%	1.5%	2.3%[38.3 µM]	17.4%	11.1%	4.4%
9	Cc1ccc(S(=O)(=O)NCC(=O)NCC(=O)OC(C(=O)NC(N)=O)C(C)C)cc1C (centres undefined)	3.7%	-2.2%	2.5%	x	-16.4%[9.22 µM]	14.7%[10 µM]	x
10	Cc1cc(C)c2c(NC(N)=S)n[nH]c2n1	-26.8%	8.4%	0.5%	-3.8%	-34.6%	-4.6%	-1.7%
11	COCCn1nnnc1CN1CCN2CCCC2C1 (centres undefined)	4.8%	-19.2%	-4.0%	24.2%[38.3 µM]	-12.6%	-2.1%	3.2%
12	CCCOc1cccc(C2/C(=C(/O)c3ccc(F)cc3)C(=O)C(=O)N2CCN(C)C)c1 (centres undefined)	6.2%	2.2%	-0.2%	-3.2%[38.3 µM]	-25.8%	-0.5%	-2.4%
13	CC(C)(C)c1ccc(S(=O)(=O)NCc2ccc(C(=O)N3CCCC3)cc2)cc1	-15.1%	6.9%	-2.5%	14.4%[38.3 µM]	1.6%	14.1%[10 µM]	-14.0%
14	Cc1c(C(=O)O)oc2c1/C(=N\O)CC(C)(C)C2	-6.6%	3.7%	3.1%	2.8%	-13.6%	17.6%[10 µM]	10.5%
15	CCOC(=O)c1c(C)oc2cc(Br)c(OC)cc12	3.6%	-0.1%	7.4%	17.3%[38.3 µM]	-0.3%	1.1%	-3.9%
16	Cc1cc(N)c2ccccc2n1	0.3%	2.9%	-4.8%	-5.2%	-8.6%	-10.7%	2.6%
17	C=CC1=C(C)/C(=C/c2[nH]c(Cc3[nH]c(/C=C4\NC(=O)C(C)=C4C=C)c(C)c3CCC(=O)O)c(CCC(=O)O)c2C)NC1=O	x	9.9%	1.7%	38.8%[activator]	x	x	x
18	COC(=O)c1cc(NC(=O)c2c(F)c(F)c(F)c(F)c2F)cc(C(=O)OC)c1	-2.6%	7.1%	4.8%	-2.9%	19.4%	1.1%[10 µM]	4.8%
19	NC(=O)C1CCC(NC(=O)OCc2ccccc2)CC1 (centres undefined)	2.9%	6.3%	3.3%	-2.7%[38.3 µM]	6.8%	-6.7%	-3.6%
20	Cc1noc(C)c1S(=O)(=O)N1CCN(Cc2ccc3c(c2)OCO3)CC1	-9.4%	5.1%	0.4%	26.7%[38.3 µM]	0.2%	6.7%[10 µM]	-1.1%

Continuation.
entry	compound	GAA glycogen	GoLoco inh red	aGlu spleen mod	IMPase Li cell	HTT aggregate	HTT cytoprotect	GAA inh
21	COc1ccc(-c2nc(C#N)c(N3CCC(C(N)=O)CC3)o2)cc1OC	4.2%	-0.3%	-11.6%	-27.3%[38.3 µM]	-8.1%	-12.5%	u
22	COc1ccc(CCNC(=O)C(=O)NCC2CCNCC2)cc1OC	4.8%	5.2%	1.9%	x	11.6%[9.22 µM]	12.9%[10 µM]	x
23	Cc1ccc(CNC(=O)c2ccccc2CCc2ccccc2)cc1	-1.8%	8.1%	3.9%	-0.9%	-2.4%	3.7%[10 µM]	-5.1%
24	C/C=C/C1=CC2=CC(=O)C(C)(OC(=O)c3c(C)cc(O)cc3O)C(=O)C2=CO1 (centres undefined)	x	6.0%	-6.1%	-3.2%	x	44.1%	x
25	CCCCNC(=O)C1CCC(CNc2c(N3CCC(C)CC3)c(=O)c2=O)CC1 (centres undefined)	-0.1%	-4.3%	2.5%	x	-2.7%[9.22 µM]	7.5%[10 µM]	x
26	COc1ccccc1N(CC(=O)N(c1ccccc1)C(C)C)S(=O)(=O)c1cccs1	-6.6%	-1.8%	-3.0%	16.1%	-15.6%	-39.4%[inhibitor]	2.2%
27	O=C(NCC1CCCO1)C(c1cccs1)N(Cc1cccs1)C(=O)c1ccc(-c2ccccc2)[nH]1 (centres undefined)	-2.7%	3.3%	2.2%	7.0%	u	-8.6%[10 µM]	-12.0%
28	c1ccc2c(CN3CCN(Cc4c[nH]c5ccccc45)CC3)c[nH]c2c1	x	8.1%[14.2 µM]	x	-1.7%	x	2.8%[10 µM]	x
29	CC(C)n1c(N2CCN(C(=O)c3cccs3)CC2)nc2ccccc21	1.8%	2.2%	-6.3%	16.4%[38.3 µM]	-13.1%	-0.7%	-2.4%
30	Cc1cccc(N2CCN(C(=O)Cc3c(C(=O)O)[nH]c4ccc(Cl)cc34)CC2)c1C	2.1%	-11.7%	5.4%	-4.9%[38.3 µM]	-9.5%	-29.3%	u
31	CCC(C)(C(=O)NC1CCCCC1)N(Cc1ccco1)C(=O)c1ccccn1 (centres undefined)	4.2%	2.7%	-3.6%	20.5%[38.3 µM]	13.0%	3.6%	-2.2%
32	COc1ccc(C(C(=O)NC2CCCC2)N(CC2CCCO2)C(=O)Cn2nnc(-c3ccc(C)o3)n2)cc1 (centres undefined)	-12.3%	6.7%	4.8%	-1.9%	0.9%	12.4%	3.5%
33	Cc1ccc(C)c(NNC(=O)C(=O)NNc2cc(C)ccc2C)c1	u	-6.3%	-4.1%	x	21.7%[9.22 µM]	2.1%[10 µM]	x
34	Oc1ccc(CCc2n[nH]c(=S)n2-c2ccc(F)cc2)cc1	-20.7%	-2.5%	-0.7%	x	-7.5%[9.22 µM]	-3.7%[10 µM]	-1.9%
35	COc1ccc(CCN(C(=O)c2ccc(F)cc2)C2=CC3CCC(C2)N3C)cc1OC (centres undefined)	7.1%	4.4%	-1.0%	2.1%[38.3 µM]	3.6%	8.2%[10 µM]	-13.3%
36	COc1ccc(C(C(=O)NC2CCCCC2)N(C(=O)CCl)c2cccc(Cl)c2)cc1 (centres undefined)	5.3%	1.7%	-5.3%	16.9%	u	-41.5%[10 µM]	4.8%
37	CCOC(=O)c1cccc(NC(=O)C2CCCN2S(=O)(=O)c2cccc3cccnc23)c1 (centres undefined)	5.0%	12.0%	0.8%	4.4%[38.3 µM]	-18.5%	-8.8%	-2.8%
38	CCc1nc2oc3ccccc3c(=O)c2c(=O)n1-c1ccccc1	4.6%	-0.5%	-3.5%	25.0%[38.3 µM]	-22.2%	-65.6%[inhibitor]	-7.9%
39	Cc1cccc(NC(=O)c2ccc(CN3CCc4ccccc4C3)cc2)c1C	13.0%	-4.5%	-0.8%	-2.4%	-3.1%	-7.0%	0.0%
40	N[C@H](C(=O)O)c1ccc(C(=O)O)c(O)c1	x	1.1%&-0.7%	-2.1%&5.0%	-9.9%&0.3%	x	4.7%&-9.9%	x

Following part
entry	compound	GAA glycogen	GoLoco inh red	aGlu spleen mod	IMPase Li cell	HTT aggregate	HTT cytoprotect	GAA inh
41	O=C(CN1CCN(c2ccccn2)CC1)Nc1ccc(F)cc1	7.0%	-2.4%	-19.9%	26.7%[38.3 µM]	23.9%[9.22 µM]	-16.0%	-4.5%
42	CC(Sc1nnc(N)s1)c1ccccc1Cl (centres undefined)	6.4%	10.3%	1.3%	-4.9%[38.3 µM]	4.4%	-3.0%	2.3%
43	Nn1c(COc2ccccc2)nnc1SC(F)F	-0.2%	-8.5%	4.5%	11.4%[38.3 µM]	1.7%	-20.2%[0.074 µM]	0.1%
44	Cc1cc(C)c2c(CC(=O)Nc3ccc(Cl)cn3)coc2c1	u	-11.9%	0.1%	31.1%[38.3 µM]	11.0%	9.7%	-1.1%
45	O=C(c1ccco1)N1CCC2(CC1)CN(c1cccc(-c3ccccc3)c1)C2	x	-9.2%	7.0%	2.5%	x	-57.4%[inhibitor]	x
46	c1ccc(CNc2c3c(nc4ncnn24)CCCC3)nc1	-26.3%	6.6%	-5.4%	8.0%	-16.8%	-0.8%[10 µM]	3.9%
47	CC(C)(CO)NC12CC3CC(CC(C3)C1)C2	4.4%	-0.7%	0.7%	7.9%	13.1%	-24.9%	3.1%
48	COC(=O)C(Cc1c[nH]c2ccccc12)NC(=O)C(C)C (centres undefined)	3.0%	-6.9%	-9.5%	-3.4%[38.3 µM]	-9.8%	11.7%	4.8%
49	CCOC(=O)COc1cc(-n2c(=S)[nH]c3cc(OC)c(OC)cc3c2=O)c(Cl)cc1Cl	-8.0%	28.6%	x	15.2%	-8.3%	-53.9%[inhibitor]	-11.2%
50	CN(c1ccc(C(=O)O)cc1)S(=O)(=O)c1ccc(Cl)cc1	1.6%	-16.4%	-3.0%	15.8%[38.3 µM]	-6.1%	-19.8%	2.7%
51	Cc1n(CC(=O)c2ccc(F)cc2)c2ccccc2[n+]1C	24.4%	-1.2%	-8.2%	-2.5%	15.8%[9.22 µM]	6.3%[10 µM]	-8.1%
52	Nc1ccccc1C(=O)N(Cc1ccccc1)Cc1ccccc1	2.2%	-0.3%	-4.4%	9.7%	4.9%	-0.2%[10 µM]	-1.3%

2 records drawn at random from those above, as already listed:
entry	compound	GAA glycogen	GoLoco inh red	aGlu spleen mod	IMPase Li cell	HTT aggregate	HTT cytoprotect	GAA inh
51	Cc1n(CC(=O)c2ccc(F)cc2)c2ccccc2[n+]1C	24.4%	-1.2%	-8.2%	-2.5%	15.8%[9.22 µM]	6.3%[10 µM]	-8.1%
43	Nn1c(COc2ccccc2)nnc1SC(F)F	-0.2%	-8.5%	4.5%	11.4%[38.3 µM]	1.7%	-20.2%[0.074 µM]	0.1%

Screens from PubChem.
